# Spn PMK inh: blocks S. pneumoniae phosphomevalonate kinase; AID 539; 65,000 tested, 0.49% active; inhibition, % at 10 µM; purified PMK, PK/LDH-coupled NADH absorbance 340 nm;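 active = top-ranked compounds by inhibition in the single 10 µM screen, taking a fixed number of the strongest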;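 also: 0% = full reaction with DMSO carrier and 100% = background rate without enzyme reaction; no value below 0 was filed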
# Bfl-1 inhibitors: displacement of Bid BH3 peptide from Bfl-1 – biochemical, fluorescence polarization, FITC-Bid, mouse, primary screen (AID 432); FITC-Bid BH3 peptide fluorescence polarization displacement; higher % means a stronger effect; displacement, % at 20 µM, or IC50 in µM where a hit was titrated; 64,000 tested, 0.02% active; in the data active = a potency from the dose series; inactive = the rest, 99 in 100 with displacement below about 15%; also: strong numbers were not always called active
# LYP inhibition: inhibition of human PTPN22 tyrosine phosphatase – biochemical, DiFMUP fluorescence, recombinant catalytic domain, 10 µM, primary screen (AID 606); recombinant LYP catalytic domain, DiFMUP fluorescence; higher % means a stronger effect; one-dose inhibition, % at 10 µM; IC50 in µM for titrated hits; 52,000 tested, under 10 active;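 active = IC50 under 40 µM in the dose-response test; inactive = IC50 of 40 µM or more, or never dose-tested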
# HPDE-C7K KRASV12: cytotoxicity in KRAS-transformed pancreatic duct cells, primary screen, cell-based, fluorescence, HTS (AID 431); HPDE-C7K KRASV12 cells, Alamar Blue viability, 48 h; higher % means a stronger effect; cytotoxicity, % at 10 µM; hits with a dose series show EC50 in µM; 63,000 tested, 1.7% active;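 active = compounds whose percent cytotoxicity in the single-dose primary screen, scaled between solvent and toxic-drug controls, exceeds 50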;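 also: 0% = DMSO solvent wells and 100% = doxorubicin-treated wells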
# HPDE-C7 cytotoxicity: cytotoxicity in HPDE-C7 cells, cell-based, fluorescence, HTS (AID 430). HPDE-C7 pancreatic duct cells viability, fluorescence; higher % means a stronger effect. cytotoxicity, % at 10 µM, or EC50 in µM where a hit was titrated. 63,000 tested, 1.8% active;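 also: cells exposed to compound for 48 hours before viability readout; 0% = vehicle and 100% = reference cytotoxic drug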
# TNAP inhibition: human TNAP enzyme inhibitors, biochemical, luminescent (AID 518); purified TNAP enzyme, luminescent substrate readout; higher % means a stronger effect; one-dose inhibition, % at 20 µM; IC50 in µM for titrated hits; 64,000 tested, 0.09% active; in the data active = a potency from the dose series; inactive = the rest, 99 in 100 with inhibition below about 22%;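 also: plate controls were vehicle for no effect and reference inhibitor for full effect; many of its hits are not listed in these tables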
# HT1080 cytotoxicity: cytotoxicity in HT1080 fibrosarcoma cells, cell-based, fluorescence readout (AID 620) | HT1080 viability, fluorescence; higher % means a stronger effect | one-dose cytotoxicity, % at 10 µM; EC50 in µM for titrated hits | 87,000 tested, 0.42% active;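 also: cells exposed to compound overnight then 4 h with Alamar Blue; 0% = vehicle DMSO and 100% = killing control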
# DPM-DC inhibit: blocks S. pneumoniae diphosphomevalonate decarboxylase; 65,000 tested, 0.49% active; calls only at 10 µM; purified DPM-DC, PK/LDH coupled NADH fluorescence; AID 556;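 active = the 320 compounds with the highest percent inhibition in the single-dose primary screen, excluding strongly autofluorescent ones, cut at about 32% in these data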;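 also: kinetic rate of NADH fluorescence loss reporting ADP formed by the decarboxylase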
# MK inhibit: S. pneumoniae mevalonate kinase inhibition. AID 555. purified MK, PK/LDH-coupled NADH absorbance 340 nm. inhibition, % at 10 µM. 65,000 tested, 0.48% active;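 active = ranked among the strongest by inhibition in the single 10 µM screen, a fixed top-ranked set picked for dose follow-up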; also: no value below 0 was filed
# Spn PMK inh pilot replicates: further read-out of Spn PMK inh, marked with its call; inhibition, %; measured here: pilot screen replicates
# MK inhibit pilot replicates: also measured in MK inhibit; calls as there; inhibition, %; measured here: pilot screen replicates
# DPM-DC inhibit pilot screen %: recorded beside DPM-DC inhibit, whose call it bears; inhibition, %; measured here: pilot screen trials
# * marks the source's active call; other numbers are inactive results; i = inactive; / = no result given. Rule as the data show it, unless noted: active = cytotoxicity above about 50%; inactive = the rest.
SMILES,Spn PMK inh,Bfl-1 inhibitors,LYP inhibition,HPDE-C7K KRASV12,HPDE-C7 cytotoxicity,TNAP inhibition,HT1080 cytotoxicity,DPM-DC inhibit,MK inhibit,others
COc1ccc2nc(NC(=O)C3CCCN(S(=O)(=O)c4cccc5nonc45)C3)sc2c1 (stereo not given),15,-7%,19%,20%,4%,13%,/,i,70*,
O=C(NCCN1CCCC1)c1ccc2c(c1)N(Cc1ccc(F)cc1)C(=O)c1ccccc1S2=O (stereo not given),0,-2%,-16%,0%,3%,12%,-4%,i,5,
C=C(C)c1cccc(C(C)(C)NC(=O)N2CCOCC2)c1,0,-7%,10%,6%,8%,0%,/,i,0,
Cc1ccccc1NS(=O)(=O)c1ccc(C2CNC(=O)C2)cc1 (stereo not given),0,-4%,8%,-7%,-7%,6%,2%,i,7,
COC(=O)c1ccc(C(=O)OC)c(NS(C)(=O)=O)c1,0,0%,13%,-3%,-1%,9%,4%,i,13,
O=c1cc(N2CCN(c3ccccc3)CC2)[nH]c(=O)n1C1CCCCC1,19,4%,-9%,-1%,-16%,3%,-2%,i,0,
Cc1cccc(NC(=O)CN2C(=O)COc3ccc(Cl)cc32)c1C,7,2%,6%,5%,-9%,8%,2%,i,1,
COCCCNC(CC(=O)Nc1ccc(OC)cc1OC)C(=O)O (stereo not given),0,-2%,-5%,6%,-2%,1%,16%,i,0,
CCN1CCN(C(=O)c2sc3nc(C)nc(N4CCC(C)CC4)c3c2C)CC1,24,/,-3%,/,/,/,6%,i,0,
O=S1(=O)N=C(Nc2ccc(S(=O)(=O)N3CCCCC3)cc2)c2ccccc21,2,-2%,6%,-3%,-6%,1%,10%,i,1,
Cc1noc(/C=C/c2ccco2)c1S(=O)(=O)N1CCC(C(=O)N2c3ccccc3CC2C)CC1 (stereo not given),0,-1%,-13%,4%,3%,8%,-3%,i,0,
Cc1nc2scc(-c3ccco3)c2c(=O)n1/N=C/N(C)C,5,-2%,9%,-7%,-3%,2%,0%,i,0,Spn PMK inh pilot replicates=1.0;MK inhibit pilot replicates=0.0;DPM-DC inhibit pilot screen %=1.0
Cn1c(SCC(=O)Nc2ccccc2)nc(O)cc1=O,0,2%,11%,1%,3%,3%,0%,i,0,
COc1cccc(C(C(=O)NC(C)(C)C)N(C(=O)CCC(=O)Nc2cc(C)on2)C2CC2)c1OC (stereo not given),13,-9%,/,-2%,1%,10%,-10%,i,10,
NC(N)=NC(N)=NCCc1ccccc1,5,1%,/,-2%,-8%,7%,-5%,i,9,Spn PMK inh pilot replicates=1.0;MK inhibit pilot replicates=3.0;DPM-DC inhibit pilot screen %=0.0
COCCCN1C(=O)C(=O)/C(=C(/O)c2ccc(OC)cc2)C1c1cccc(OC)c1 (stereo not given),12,-1%,-4%,9%,3%,6%,-7%,i,7,
Cc1cc(C)c(C#N)c(SCC(=O)N2CCCCC2)n1,0,-1%,7%,-8%,0%,9%,/,i,0,
Cn1c(CN2CCCC2)nc2cc(NC(=O)c3ccco3)ccc21,9,-2%,-15%,-9%,-8%,10%,-1%,i,5,
O=C(Nc1cc(C(F)(F)F)ccc1N1CCOCC1)c1ccc(Br)o1,4,2%,4%,-19%,-5%,2%,/,i,3,
Cc1ccc(S(=O)(=O)N(C)CC(=O)Nc2cccc(C)n2)cc1,5,0%,19%,-10%,-1%,4%,-7%,i,19,
CCSC1=N/C(=C\c2ccc(C(=O)O)cc2)C(=O)S1,13,6%,/,-10%,2%,9%,-1%,i,7,
OC(CN1C2=NCCN2c2ccccc21)c1ccc2c(c1)OCO2 (stereo not given),13,-6%,/,2%,7%,4%,0%,i,5,
Cc1cc(C)c2c(CC(=O)Nc3nccs3)coc2c1,5,-8%,21%,5%,4%,5%,4%,i,10,
Nc1cc(N)nc(SCCOc2ccccc2F)n1,0,-2%,-2%,-16%,-3%,0%,9%,i,6,
CCc1nc2ccccc2c(NC(=O)CN2CCC(C)CC2)c1C,0,-8%,/,1%,9%,5%,-1%,i,4,
CCOc1cc(-c2noc(CCC(=O)N3CCOCC3)n2)ccc1OC,2,1%,/,2%,4%,5%,3%,i,4,
Brc1ccc(-c2noc(COc3ccc4c(c3)CCC4)n2)o1,0,8%,9%,7%,2%,10%,-6%,i,5,
CCC(C)(C)NC(=O)C(c1ccco1)N(C(=O)c1csnn1)c1cccc(F)c1 (stereo not given),14,-4%,/,-5%,6%,8%,11%,i,7,
COc1ccc(-n2c(Cc3cccn3C)nnc2SCC(=O)Nc2cccc(F)c2)cc1,1,-1%,9%,3%,13%,-3%,-5%,i,9,
CN(C)c1ccc(C(=S)N2CCOCC2)cc1,9,3%,8%,-1%,0%,7%,7%,i,5,
Cc1cc(C)n2nc(SCn3nnc4ccccc4c3=O)nc2n1,18,4%,-5%,-4%,-2%,-1%,1%,i,4,
CN(C)CCN(C)Cc1ccc2c(c1)Cc1ccccc1-2,0,7%,11%,19%,8%,4%,-7%,i,4,
CCOC(=O)c1oc2cccc(O)c2c1CN1CCOCC1,8,-8%,/,7%,4%,10%,16%,i,6,
Cc1nnc2sc(-c3cccc(NC(=O)c4ccc(-c5cccc(Cl)c5)o4)c3)nn12,10,-10%,4%,-2%,1%,16%,7%,i,14,
C=CCn1c(Cc2cccs2)nnc1SCC(=O)Nc1ccc(OC)c(OC)c1,13,2%,8%,8%,8%,11%,8%,i,9,Spn PMK inh pilot replicates=3.0;MK inhibit pilot replicates=0.0;DPM-DC inhibit pilot screen %=0.0
CCc1ccc2[nH]c(=O)c(CN(CCCN3CCOCC3)C(=O)Nc3ccccc3)cc2c1,11,0%,/,-16%,-12%,-8%,8%,i,5,

# Overlap with the part before: 4 entries, then new ones.
SMILES,Spn PMK inh,Bfl-1 inhibitors,LYP inhibition,HPDE-C7K KRASV12,HPDE-C7 cytotoxicity,TNAP inhibition,HT1080 cytotoxicity,DPM-DC inhibit,MK inhibit,others
CCOC(=O)c1oc2cccc(O)c2c1CN1CCOCC1,8,-8%,/,7%,4%,10%,16%,i,6,
Cc1nnc2sc(-c3cccc(NC(=O)c4ccc(-c5cccc(Cl)c5)o4)c3)nn12,10,-10%,4%,-2%,1%,16%,7%,i,14,
C=CCn1c(Cc2cccs2)nnc1SCC(=O)Nc1ccc(OC)c(OC)c1,13,2%,8%,8%,8%,11%,8%,i,9,Spn PMK inh pilot replicates=3.0;MK inhibit pilot replicates=0.0;DPM-DC inhibit pilot screen %=0.0
CCc1ccc2[nH]c(=O)c(CN(CCCN3CCOCC3)C(=O)Nc3ccccc3)cc2c1,11,0%,/,-16%,-12%,-8%,8%,i,5,
COc1cccc(-c2nnc(SCC(=O)OC(C)C)n2N)c1,16,-1%,/,-9%,6%,11%,-4%,i,9,
Cc1ccc(S(=O)(=O)N2CCCN(S(=O)(=O)c3ccc(C(F)(F)F)cc3)CC2)cc1,8,-3%,-3%,45%,26%,9%,-7%,i,10,
O=C(NCc1ccc2c(c1)OCO2)c1ccc(NC(=O)C2CCCO2)cc1 (stereo not given),6,-6%,3%,0%,-1%,9%,-3%,i,4,
Cc1ccc2c(c1)C1CN(C)CCC1N2CC(=O)N(C)c1ccccc1 (stereo not given),17,-1%,1%,0%,-3%,10%,1%,i,0,
Cc1cc(NC(=O)CSc2nnc3c4c(C)c(C)sc4ncn23)no1,9,-10%,/,-8%,-6%,10%,-7%,i,6,
COc1ccc(C(=O)N(Cc2ccco2)C(C(=O)NC2CCCC2)c2ccc(O)cc2)cc1OC (stereo not given),3,-9%,0%,-2%,7%,6%,6%,i,8,Spn PMK inh pilot replicates=0.0;MK inhibit pilot replicates=0.0;DPM-DC inhibit pilot screen %=0.0
COc1ccc(CN(CCCN2CCOCC2)C(=O)Nc2cccc(Cl)c2)cc1OC,3,-7%,0%,19%,11%,14%,2%,i,9,
O=C(Nc1ccc(NC(=O)C23CC4CC(CC(C4)C2)C3)cn1)c1ccco1,0,1%,/,0%,-4%,10%,10%,i,0,
O=c1[nH]cnc2c1oc1ccccc12,15,-5%,/,6%,1%,4%,-5%,i,5,
COC(=O)c1ccc(NC(=O)CN2CCN(S(=O)(=O)c3cc(Cl)ccc3OC)CC2)cc1,9,-6%,3%,-5%,-7%,4%,7%,i,5,
CCCn1c(OC)nc2c1c(=O)n(C)c(=O)n2C,5,-9%,12%,0%,-5%,14%,-2%,i,13,Spn PMK inh pilot replicates=7.0;MK inhibit pilot replicates=3.0;DPM-DC inhibit pilot screen %=2.0
CCOC(=O)c1sc(NC(=O)COC(=O)c2ccco2)nc1C,11,-5%,/,1%,-3%,2%,7%,i,9,
Cc1[nH]nc(-c2ccc(O)cc2O)c1Oc1ccccc1,8,-3%,14%,64%*,70%*,12%,-5%,i,3,
O=c1[nH]c(CN2CCN(Cc3ccccc3)CC2)nc2sc3c(c12)CCC3,0,0%,/,4%,-3%,10%,-7%,i,0,Spn PMK inh pilot replicates=4.5;MK inhibit pilot replicates=0.0;DPM-DC inhibit pilot screen %=0.0
COc1ccc(C2NC(=O)NC(C)=C2C(=O)Nc2cc(C)ccc2C)cc1OC (stereo not given),0,-1%,-5%,1%,1%,6%,-2%,i,10,
O=C(Cn1nnc(-c2ccccc2)n1)N1CCN(S(=O)(=O)c2ccc(Cl)cc2)CC1,16,-9%,/,/,/,14%,-8%,i,0,
COc1oc(-c2ccccc2)nc1C(F)(F)F,0,-3%,/,8%,1%,16%,3%,i,10,Spn PMK inh pilot replicates=5.0;MK inhibit pilot replicates=2.0;DPM-DC inhibit pilot screen %=0.0
CC(NC(=O)Cc1cccs1)C(c1cccs1)N1CCOCC1 (stereo not given),8,/,-2%,/,/,/,14%,i,0,
Cc1cccc(-c2nc(CN3CCCC(C(=O)NC4CCCC4)C3)c(C)o2)c1 (stereo not given),16,9%,9%,0%,-4%,8%,-14%,i,0,Spn PMK inh pilot replicates=5.5;MK inhibit pilot replicates=2.5;DPM-DC inhibit pilot screen %=2.5
CCN1CCN(Cc2nc3c(c(=O)n(C)c(=O)n3C)n2C(C)C(C)=O)CC1 (stereo not given),2,6%,/,-6%,-6%,9%,3%,i,8,
CCOC(=O)C1=C(C)NC(=O)NC1c1cccnc1 (stereo not given),0,-6%,2%,6%,4%,8%,0%,i,7,
CC(C)C(=O)N=c1sc2cc(F)cc(F)c2n1C,14,2%,12%,-6%,9%,4%,3%,i,5,
COC(=O)CSc1nc2cc3c(cc2cc1C#N)OCO3,7,-8%,/,8%,10%,4%,1%,i,10,
CCOc1ccc2[nH]c(=O)c(CN(CCOC)C(=O)N3CCOCC3)cc2c1,13,-2%,/,6%,-4%,6%,-2%,/,1,Spn PMK inh pilot replicates=2.0;MK inhibit pilot replicates=1.5
O=C(Oc1ccc2c(c1)OCO2)c1ccc(Br)c(S(=O)(=O)N2CCOCC2)c1,0,-3%,7%,9%,19%,1%,5%,i,8,
O=C(CC(c1ccccc1O)N1CCCCC1)N1CCCCC1 (stereo not given),0,-9%,-4%,1%,-18%,4%,/,i,7,
Cc1cc(=O)n2ncnc2n1COCCO,0,-8%,/,-4%,-6%,1%,8%,i,9,
